MEKK3 PB1 HTS: modulators (inhibitors or enhancers) of MEK5 binding to human MEKK3 PB1 domain. 290,000 compounds, 1.4% hits. binding response (% of control), % at 10 µM. bead-based flow cytometry, Alexa488-MEK5 binding to MEKK3; actives lie on both sides; 0 = blocked by unlabeled MEK5, 100 = vehicle. Q99759;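 active = binding response more than 3 SD above or below the average of its plate-row segment, actives on both sides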;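 also: Alexa488 bead fluorescence after subtracting the streptavidin-only scavenger bead signal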
Target sequence (Q99759 whole entry, looked up, the tested form may be a part): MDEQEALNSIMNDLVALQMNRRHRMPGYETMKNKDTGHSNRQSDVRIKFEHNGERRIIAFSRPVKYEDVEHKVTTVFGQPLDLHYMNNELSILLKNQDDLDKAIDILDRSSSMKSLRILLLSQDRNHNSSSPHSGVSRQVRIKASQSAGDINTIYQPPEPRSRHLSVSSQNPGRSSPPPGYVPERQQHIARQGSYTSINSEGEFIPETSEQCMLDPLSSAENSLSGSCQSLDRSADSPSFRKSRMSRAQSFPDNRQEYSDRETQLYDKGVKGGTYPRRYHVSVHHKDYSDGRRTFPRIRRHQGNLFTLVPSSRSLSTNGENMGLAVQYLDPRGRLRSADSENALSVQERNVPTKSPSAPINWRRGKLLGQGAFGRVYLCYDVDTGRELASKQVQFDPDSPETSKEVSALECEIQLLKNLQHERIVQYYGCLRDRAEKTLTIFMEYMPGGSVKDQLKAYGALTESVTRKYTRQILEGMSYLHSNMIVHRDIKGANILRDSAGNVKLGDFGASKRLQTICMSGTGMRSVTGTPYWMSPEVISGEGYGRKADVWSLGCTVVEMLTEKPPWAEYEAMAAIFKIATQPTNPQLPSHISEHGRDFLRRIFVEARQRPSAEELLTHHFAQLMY
HCV NS3 hel inh: blocks Hepatitis C virus NS3 helicase unwinding | 290,000 compounds, 0.56% hits | NS3 helicase DNA unwinding, Cy5 molecular beacon fluorescence | inhibition, % at 10.9 µM;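 active = inhibition above the mean of all tested compounds plus 3 SD, set per campaign, cut at about 35% in these data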;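 also: 0% = DMSO wells and 100% = thioflavine S control wells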
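test system = hepatitis C virus NS3 helicase domain fragment enzyme | reagent = annealed dual-labelled DNA beacon duplex, ATP-started | times = 1 h at 25 °C | detection = Cy5 fluorescence, 0 and 60 min reads | read-out basis = percent inhibition from t60/t0 fluorescence ratio | control set = DMSO and thioflavine S | replication = one well per compound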
CRFR2-BP antag: blocks CRF-induced signaling of the CRF-BP/CRF-R2 complex; HEK293 CRF-R2/CRF-BP, CRF-induced calcium fluorescence; inhibition, % at 11.8 µM; 350,000 compounds, 0.59% hits;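 active = inhibition of the ligand-induced calcium signal above about 50% at the single tested concentration, limit read from the data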
DNA FID counter: counter-screen for HCV NS3 helicase inhibitors: DNA intercalator displacement; DNA fluorescent intercalator displacement, fluorescence; inhibition, % at 7.9 µM; 290,000 compounds, 0.17% hits; AID 1845; in the data active = inhibition above about 37%;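 also: 0% = vehicle and 100% = reference compound; higher means more ethidium bromide displaced from hairpin DNA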
UBC9 SUMO inh: blocks human SUMOylation mediated by UBC9; HTRF SUMOylation assay, SAE1/SAE2 + UBC9, in vitro; P63279; inhibition, % at 35 µM; 290,000 compounds, 0.36% hits; in the data active = inhibition above about 50%, passing the limit was not always enough; also: strong numbers were not always called active
CRFBP-R2 agonist: agonists of human CRF-binding protein/CRF-R2 receptor complex. HEK293 CRF-R2/CRF-BP, calcium dye fluorescence (FLIPR); percent of saturating CRF peptide response. activation, % at 13.2 µM. 350,000 compounds, 0.46% hits. AID 588473;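 active = activation of at least 50%, plus an integration ratio under a set limit after plate pattern correction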;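 also: plate controls were neutral control wells without compound for no effect and CRF at EC100 for full effect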
GalR3 antag: blocks the human galanin receptor 3 | O60755 | HEK293 GalR3-CNG cAMP membrane potential fluorescence; galR3 body fused to GalR1 C-terminus | inhibition, % at 3 µM | 360,000 compounds, 0.44% hits;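 active = inhibition above the screen-wide average plus 3 SD, cut at about 13% in these data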;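 also: forskolin and galanin both at EC90 stimulate the cells; cAMP rise reported by CNG channel membrane potential dye signal; 0% = forskolin plus galanin with DMSO and 100% = forskolin alone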
MEKK2wt PB1 HTS: raises or lowers MEK5 binding to wildtype human MEKK2 PB1 domain. AID 1531. 290,000 compounds, 1.1% hits. bead flow cytometry, Alexa488-MEK5 binding to MEKK2 WT; actives lie on both sides. Q9Y2U5. binding response (% of control), % at 10 µM; in the data active = binding response below about 67% or above about 130%
MEKK2 mut-MEK5: signal of MEK5 binding to mutant human MEKK2 PB1 domain; bead flow cytometry, Alexa488-MEK5 binding to MEKK2 mutant; percent response, % at 10 µM; 290,000 compounds, 0.35% hits; in the data active = percent response above about 24%, passing the limit was not always enough; also: inactives centre near 1; some results filed as inactive read as strong as hits
Starred values were filed as active, the others as inactive; . = not tested or not shown. These rows are one share of the data (hit frequency here may not be typical).

Labels used below – A = MEKK3 PB1 HTS; B = HCV NS3 hel inh; C = CRFR2-BP antag; D = DNA FID counter; E = UBC9 SUMO inh; F = CRFBP-R2 agonist; G = GalR3 antag; H = MEKK2wt PB1 HTS; I = MEKK2 mut-MEK5
COc1ccc(NC(=O)c2cc(-c3cc(OC)c(OC)c(OC)c3)nc3ccccc23)c(OC)c1
  A: 102 | B: -27 | C: 9 | D: -25 | E: -12 | F: -0.8 | G: -6 | H: 95 | I: -2

Nc1nc(Br)c2c(F)cccc2c1-c1ccc(F)cc1
  A: 96 | B: -10 | C: -5 | D: -1 | E: 20 | F: -2.2 | G: -8 | H: 94 | I: -2

CC1CCN(CCCNC(=O)C2CCN(S(=O)(=O)N3CCC4(CC3)OCCO4)CC2)CC1
  A: 105 | B: 9 | C: -2 | D: 13 | E: 3 | F: 6.7 | G: -1 | H: 107 | I: 10

COc1ccc(CCNC(=O)c2c(O)c3cccc4c3n(c2=O)CC4)cc1
  A: 112 | B: -4 | C: 8 | D: -1 | E: 22 | F: 2.2 | G: -3 | H: 112 | I: 6

Cc1nn(Cc2ccc(Cl)cc2Cl)c(C)c1NC(=O)CCl
  A: 51 | B: 8 | C: -12 | D: -10 | E: -2 | F: -1.1 | G: 2 | H: 93 | I: -2

Cc1ccccc1N=C(NOCc1ccccc1)c1nonc1N
  A: 106 | B: -4 | C: 11 | D: -13 | E: -10 | F: 6.1 | G: -5 | H: 110 | I: 12

CCCN1C(=O)c2cc(C(=O)Nc3ccccc3C)ccc2C1Nc1ccccc1C (stereo not drawn)
  A: 102 | B: -6 | C: 6 | D: -41 | E: -1 | F: 1.7 | G: -2 | H: 96 | I: -4

CC1CN(S(=O)(=O)c2cccs2)CC(C)O1 (stereo not drawn)
  A: 103 | B: 0 | C: 9 | D: -1 | E: 12 | F: 0.6 | G: -4 | H: 109 | I: 6

CCC1C(=O)N=C(SCC(=O)Nc2ccc(C)cc2)N(c2ccccc2)C1=O (stereo not drawn)
  A: 103 | B: 9 | C: -14 | D: -30 | E: -19 | F: 0.1 | G: -7 | H: 102 | I: -1

COc1ccc(Cl)cc1C(=O)CSc1nnnn1C1CCCC1
  A: 95 | B: -3 | C: 20 | D: -16 | E: 5 | F: -1.6 | G: -6 | H: 99 | I: -3

Retrieved by structure from the list above, 5 records:
Labels used below – A = MEKK3 PB1 HTS; B = HCV NS3 hel inh; C = CRFR2-BP antag; D = DNA FID counter; E = UBC9 SUMO inh; F = CRFBP-R2 agonist; G = GalR3 antag; H = MEKK2wt PB1 HTS; I = MEKK2 mut-MEK5
COc1ccc(NC(=O)c2cc(-c3cc(OC)c(OC)c(OC)c3)nc3ccccc23)c(OC)c1
  A: 102 | B: -27 | C: 9 | D: -25 | E: -12 | F: -0.8 | G: -6 | H: 95 | I: -2

CCCN1C(=O)c2cc(C(=O)Nc3ccccc3C)ccc2C1Nc1ccccc1C (stereo not drawn)
  A: 102 | B: -6 | C: 6 | D: -41 | E: -1 | F: 1.7 | G: -2 | H: 96 | I: -4

CC1CCN(CCCNC(=O)C2CCN(S(=O)(=O)N3CCC4(CC3)OCCO4)CC2)CC1
  A: 105 | B: 9 | C: -2 | D: 13 | E: 3 | F: 6.7 | G: -1 | H: 107 | I: 10

CC1CN(S(=O)(=O)c2cccs2)CC(C)O1 (stereo not drawn)
  A: 103 | B: 0 | C: 9 | D: -1 | E: 12 | F: 0.6 | G: -4 | H: 109 | I: 6

Cc1nn(Cc2ccc(Cl)cc2Cl)c(C)c1NC(=O)CCl
  A: 51 | B: 8 | C: -12 | D: -10 | E: -2 | F: -1.1 | G: 2 | H: 93 | I: -2

New compounds follow:
Labels used below – A = MEKK3 PB1 HTS; B = HCV NS3 hel inh; C = CRFR2-BP antag; D = DNA FID counter; E = UBC9 SUMO inh; F = CRFBP-R2 agonist; G = GalR3 antag; H = MEKK2wt PB1 HTS; I = MEKK2 mut-MEK5
CCOC(=O)CSc1cc(=O)n(CC)c2ccccc12
  A: 129* | B: -7 | C: -14 | D: -12 | E: -13 | F: 0.6 | G: -2 | H: 123 | I: 8

O=C(Nc1nnc(-c2ccc(Cl)cc2)o1)Nc1ccccc1Cl
  A: 109 | B: -5 | C: 4 | D: -5 | E: 32 | F: 0.9 | G: -4 | H: 104 | I: 2

CCc1ccc(NC(=S)N(CCN(C)C)C(C)c2ccncc2)cc1 (stereo not drawn)
  A: 101 | B: 11 | C: -13 | D: 0 | E: -1 | F: -1.2 | G: -6 | H: 101 | I: -8

CCCCCCCCCCCC1=C(O)C(=O)C=C(O)C1=O
  A: 103 | B: . | C: -88 | D: . | E: . | F: 62* | G: . | H: 108 | I: 2

COc1ccc(N2CC(C)Cn3c2nc2c3c(=O)n(Cc3ccc(C)cc3)c(=O)n2C)c(OC)c1 (stereo not drawn)
  A: 106 | B: -12 | C: 8 | D: -26 | E: 20 | F: -0.5 | G: -5 | H: 93 | I: -4

NC1=NC2(CCCC2)N=C(Nc2ccccc2)N1
  A: 95 | B: 0 | C: -2 | D: -1 | E: 1 | F: -2.8 | G: 3 | H: 98 | I: 1

Cc1ccc(NC(=O)CN2CCc3ccccc3C2)cc1C
  A: 104 | B: -16 | C: -4 | D: -10 | E: -5 | F: -2.2 | G: -7 | H: 104 | I: 5

Cc1ccc(N2C(=O)[C@@H]3C(c4ccc(F)cc4)=NO[C@@H]3C2=O)cc1
  A: 99 | B: -8 | C: 7 | D: -2 | E: -5 | F: 1.2 | G: 3 | H: 101 | I: 2

C=C(C)Cn1c(N)cc(=O)nc1SCC(=O)Nc1cccc(C(F)(F)F)c1
  A: 101 | B: 10 | C: 21 | D: -18 | E: -4 | F: -1.2 | G: -1 | H: 98 | I: -3

CC1(C)CC(=O)C=C(NNC(=O)c2ccc(N)cc2)C1
  A: 101 | B: 10 | C: 17 | D: -8 | E: 1 | F: -1.4 | G: -5 | H: 105 | I: -1

Cc1ccc(-c2ocnc2C(=O)N2CCOCC2)cc1
  A: 105 | B: -11 | C: 5 | D: -1 | E: -7 | F: -2.6 | G: -8 | H: 104 | I: 2

O=C(c1cc(-c2ccccc2O)on1)N1CCCCCC1
  A: 96 | B: -3 | C: 7 | D: -21 | E: 5 | F: -0.2 | G: -10 | H: 95 | I: -1

Screening data from PubChem.
